EP2 modulator: modulators of human EP2 prostaglandin E2 receptor | 260,000 tested, 0.83% active | induction, % at 25 µM | EP2-expressing cells, cAMP HTRF FRET, PGE2 co-stimulation;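 active means compounds whose cAMP rise, as percent of the full-agonist control response, exceeds 60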;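 further: rat C6 glioma line stably carrying human EP2 under a CMV promoter; the protocol text gives 20 µM as final concentration; 100% = response of wells given 1 µM PGE2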
S1P4 agonist: human S1P4 receptor agonism. 220,000 tested, 0.35% active. O95977. S1P4-expressing cell line, agonist reporter assay. activation, % at 4.98 µM; in the data active means activation above about 11%;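 further: 0% = DMSO vehicle and 100% = reference agonist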
CHOP inh: inhibitors of CHOP induction in ER stress response; CHO-K1 CHOP-promoter luciferase, tunicamycin-induced, 15-18 h; inhibition, % at 10 µM; 220,000 tested, 3.8% active; AID 2732;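 active means compounds that reduced the stress-induced luciferase reporter signal by more than about 70% of percent inhibition, limit read from the data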;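 further: 0% = tunicamycin plus vehicle and 100% = wells without tunicamycin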
NPY-Y2 PAM-ag: human NPY-Y2 potentiation or agonism, primary screen; activation, % at 3.6 µM; AID 1359; P49146; 220,000 tested, 0.45% active; cells expressing NPY-Y2, potentiator/agonist read-out; in the data active means activation above about 27%;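 further: cells stimulated with NPY near EC25 plus isoproterenol at EC100; 0% = vehicle plus submaximal agonist and 100% = vehicle plus saturating agonist; some results beyond the cut were filed as inactive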
Target sequence (P49146 whole entry, looked up): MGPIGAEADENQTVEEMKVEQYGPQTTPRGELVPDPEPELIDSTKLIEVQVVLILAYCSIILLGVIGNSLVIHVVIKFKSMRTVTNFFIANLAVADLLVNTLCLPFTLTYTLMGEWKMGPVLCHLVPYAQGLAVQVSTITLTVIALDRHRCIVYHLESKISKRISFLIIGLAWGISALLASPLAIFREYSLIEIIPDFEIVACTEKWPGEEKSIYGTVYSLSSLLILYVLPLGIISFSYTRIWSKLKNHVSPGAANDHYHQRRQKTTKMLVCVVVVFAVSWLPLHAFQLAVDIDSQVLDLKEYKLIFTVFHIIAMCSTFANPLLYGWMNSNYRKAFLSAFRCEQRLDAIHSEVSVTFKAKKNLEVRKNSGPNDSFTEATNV
TRPML3 agonist: human mucolipin-3 channel agonism | Q8TDD5 | HEK293 TRPML3-YFP, Fluo-8 calcium fluorescence; 100% = the carbachol control signal | activation, % at 3 µM | 220,000 tested, 0.29% active | AID 1448;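 active means activation above its plate's cutoff, the mean activation of the plate's test wells plus 3 SD, cut at about 12% in these data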;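 further: 0% = DMSO only wells and 100% = carbachol wells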
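Test system – HEK293 line with stable expression of human TRPML3-YFP channel · Control set – carbachol 87 µM final as high control (100%), DMSO as low control (0%) · Signal – Fluo-8 calcium dye fluorescence, ex 470-495, em 515-575 nm · Incubation – 1-h 37 °C dye load, 5-s basal, 120-s post-compound reads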
S1P4 antagonist: blocks the human S1P4 receptor. O95977. S1P4-expressing cells, antagonist mode, reporter read-out. inhibition, % at 4.98 µM. 220,000 tested, 0.26% active. AID 1510; in the data active means inhibition above about 29%;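 further: 0% = wells stimulated with agonist and 100% = vehicle wells without agonist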
zfTRPN1 agonist: zebrafish TRPN1 (NompC) channel agonism. AID 1424. HEK293 zebrafish TRPN1-YFP, Fluo-8 calcium fluorescence; 100% = response to 87 µM carbachol. activation, % at 3 µM. 220,000 tested, 0.18% active;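 active means activation above its plate's cutoff, the mean activation of test wells on that plate plus 3 SD, cut at about 19% in these data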;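 further: 0% = DMSO alone and 100% = 87 µM carbachol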
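Control set: carbachol 87 µM as high control, DMSO as low control; system: HEK293 stable line with zebrafish TRPN1-YFP; read-out: % activation versus carbachol response; detection: intracellular calcium fluorescence with Fluo-8; doses: single test compound dose, 3 µM nominal, 0.3% DMSO; schedule: dye 1 h 37 °C plus 30 min RT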
NPY-Y1 antag: blocks the human neuropeptide Y Y1 receptor | inhibition, % at 3.6 µM | HEK293-CNG Y1 cells, membrane potential fluorescence; NPY at EC95, then isoproterenol | 200,000 tested, 1% active;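 active means inhibition above the campaign mean inhibition of all tested compounds plus 3 SD, cut at about 20% in these data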;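 further: 0% = DMSO wells given NPY plus isoproterenol and 100% = isoproterenol alone without NPY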
Target sequence (P25929 whole entry, looked up): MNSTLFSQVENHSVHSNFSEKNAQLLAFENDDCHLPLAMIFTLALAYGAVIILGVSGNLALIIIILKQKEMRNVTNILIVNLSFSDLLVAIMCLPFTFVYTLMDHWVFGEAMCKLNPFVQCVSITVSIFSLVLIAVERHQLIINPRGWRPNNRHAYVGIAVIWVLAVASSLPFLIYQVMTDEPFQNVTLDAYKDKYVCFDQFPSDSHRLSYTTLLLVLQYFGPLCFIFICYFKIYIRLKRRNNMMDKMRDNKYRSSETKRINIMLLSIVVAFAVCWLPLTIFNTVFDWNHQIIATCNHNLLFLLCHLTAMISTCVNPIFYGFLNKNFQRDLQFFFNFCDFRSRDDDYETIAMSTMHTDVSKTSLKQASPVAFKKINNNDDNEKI
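Material: HEK293 cells with Y1 receptor plus CNG channel; times: compound incubation 1 h at room temperature, readout 45 min post-stimulation; signal: fluorescence, membrane potential probe; read-out basis: fluorescence ratio normalized to % inhibition between controls; benchmarks: full-block control isoproterenol-only wells, zero-block control NPY plus isoproterenol wells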
NPY1 pot ag: potentiates or activates human NPY-Y1 receptor. 220,000 tested, 0.37% active. P25929. activation, % at 3.6 µM. NPY-Y1 expressing cells, potentiator/agonist activation; in the data active means activation above about 33%, passing the limit was not always enough;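 further: cells stimulated with NPY at EC10 then isoproterenol at EC100; 0% = low agonist plus stimulus and 100% = saturating agonist plus stimulus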
* hit, by the source's call; . = no result given; & = joins results of further samples.

SMILES	EP2 modulator	S1P4 agonist	CHOP inh	NPY-Y2 PAM-ag	TRPML3 agonist	S1P4 antagonist	zfTRPN1 agonist	NPY-Y1 antag	NPY1 pot ag
COc1ccc(/C=C/c2c([N+](=O)[O-])c(=O)n(C)c(=O)n2C)cc1O	-50	-0.8	8	5	1.4	-19	-0.4	4	-2
O=C1NN=C(c2ccc(Cl)cc2)CC1c1cccc(Br)c1 (configuration not stated)	35	-1.6	78*	4	-0.5	-7	-2.2	0	-5
Cc1ccc2c(c1)C(O)(CC(=O)c1ccc(C)s1)C(=O)N2 (configuration not stated)	-11	2.6	-1	3	0.6	-1	0.3	-5	7
CC1CCc2c(sc(NC(=O)c3ccccc3C(=O)O)c2C#N)C1 (configuration not stated)	-3	0.4	-20	-9	0.4	-2	0.0	3	-16
Cc1cccc(C)c1OCc1nc2ccccc2c(=O)n1/N=C/c1ccc(OCC(=O)O)cc1	35	1.6	-36	3	-0.4	-16	-1.1	10	11
CCCc1c(C(=O)OCC)[nH]c2c1C(=O)CCC2	14	-2.5	-9	-7	0.2	-11	0.8	4	-11
Cc1cc(C)cc(CC2CC(=O)N(c3ccc4c(c3)OCCO4)C2=O)c1 (configuration not stated)	33	-0.5	5	8	2.2	-4	-0.4	-9	1
COc1ccc(/C=C/C(=O)O)cc1Cl	1	-1.0	12	5	0.4	-33	0.3	.	6
Oc1ccc(C2Nc3cccc4cccc(c34)N2)c(O)c1	-12	0.6	62	9	0.6	-4	1.0	2	17
Cc1ccc2nc(Cl)c(C3CC(c4cccs4)=NN3S(C)(=O)=O)cc2c1 (configuration not stated)	1	-0.3	-3	14	1.3	-7	-0.8	3	-13
N/C(=N\c1nc2ccccc2o1)NC(=O)/C=C/c1ccccc1	-39	0.0	4	-8	0.2	6	0.0	.	-20
CCN(CC)S(=O)(=O)c1cnccc1N1CCN(c2cccc(Cl)c2)CC1	-59	0.8	-33	7	1.1	-7	-0.4	19	-4
CCCCc1nccn1CCn1ccnc1CCCC	3	-1.4	5	-3	0.9	-10	-1.1	3	-13
Cc1ccc(/C=N/NC(=O)c2ccc3c(c2)OCCO3)s1	-43	-0.4	-11	0	0.2	-1	2.4	.	-13
COc1ccc(/C=C2\SC(=O)N(CCC(=O)Nc3ccc(S(=O)(=O)Nc4nccs4)cc3)C2=O)cc1	6	1.0	15	9	0.8	-8	2.1	0	14
FC(F)C(F)(F)C1=CC(c2ccccc2)=NCCN1	-20	-3.8	9	-3	0.8	19	0.3	0	-10
COC(=O)CSC1=C(C#N)C(c2ccccc2OC)C(C(=O)OC)C(=O)N1 (configuration not stated)	46	-1.3	-14	4	-0.6	-2	-0.8	4	-7
FC(F)Sc1nc2ccccc2[nH]1	6	-2.0	13	-3	0.1	-6	0.2	.	-10
CC(C)NC(=O)CN(c1cccc(Br)c1)S(C)(=O)=O	39	-0.3	27	1	1.1	0	1.4	2	-4
COC(=O)c1cc(C(=O)N2CCN(c3cccc(C)c3C)CC2)cc([N+](=O)[O-])c1	19	1.0	22	-7	0.7	-14	-1.4	-6	-1
O=C(O)c1cc(S(=O)(=O)N2CCOCC2)ccc1N1CCOCC1	21	1.8	10	7	0.9	-7	-0.2	0	16
COc1ccc2nc3sc(C(=O)N4CCN(C)CC4)cc3cc2c1	-9	-0.2	-8	-1	1.3	-17	0.5	-3	10
CC1=NN(C(=O)c2cccc(Cn3nc(C)c([N+](=O)[O-])c3C)c2)C(O)(C(F)(F)F)C1 (configuration not stated)	16	-4.1	28	-1	0.1	-25	0.4	-2	-11
CCn1c(SCC(=O)Nc2cccc(NC(C)=O)c2)nnc1C(C)C	-9	-0.8	-6	-2	0.8	-18	-1.5	0	-5
CCSc1nc2ccc(N3C(=O)C4C5C=CC(C5)C4C3=O)cc2s1 (configuration not stated)	-19	-1.2	10	1	0.9	-14	1.5	3	-9
Cc1ccc(N(Cc2cc(=O)[nH]c3ccccc23)C(=O)c2ccco2)cc1	-6	0.2	72*	1	-1.6	11	-1.6	-6	-4
CC1(C)CC(=O)c2c(n(-c3cccc4ccccc34)ccc2=O)C1	-2	-1.5	12	4	-0.1	10	-0.1	-11	19
CCN(CC)c1nc2ccccc2c(N)c1-c1ccccc1	24	1.2	-3	-14	-0.4	5	0.1	29*	-10
CCOC(=O)C1CCCCN1Cc1cc(OC)ccc1OC (configuration not stated)	-8	-0.2	13	0	-0.5	10	-1.4	11	13
C(=N\N1CCN(C2c3ccccc3-c3ccccc32)CC1)/c1ccccn1	22	0.7	70	-5	0.2	-15	0.2	10	-10
Cc1ccc(OCC(=O)NC2CC(C)(C)NC(C)(C)C2)cc1C	-52	1.0	-2	13	0.5	-18	1.4	2	11
COc1ccc(-c2c(C(F)(F)F)nn(C)c2NC(=O)c2ccco2)cc1	21	1.3	-4	-7	-0.4	7	-1.7	.	-12
Cc1ccc(-n2c(C)cc(C=C(C#N)C#N)c2C)cc1	46	1.8	55	-13	0.2	-22	0.3	32*	-25
CCOc1ccc(-n2c(Cc3cc(=O)[nH]c(=O)[nH]3)nnc2SCC(=O)OC)cc1	3	0.4	16	-1	0.4	-19	0.3	6	-19
COC(=O)c1nc(NC(=O)c2ccccc2Cl)n[nH]1	43	-2.6	-19	0	1.1	-13	0.2	8	-12
CC(C)COC(=O)/C(C#N)=C/c1c[nH]c2ccccc12	6	-0.8	101*	15	0.6	-14	-0.5	-1	-14
CCc1cccc(NC(=O)Nc2cccs2)c1	-29	0.8	-32	7	0.7	-12	5.2	0	3
CCN1C(=O)c2cccc3c(S(=O)(=O)NCC4CCCO4)ccc1c23 (configuration not stated)	-17	-0.5	-1	14	-0.3	-2	-1.2	.	19
CCOC(=O)Cc1csc(SCn2nnc3ccccc3c2=O)n1	7	-1.7	1	-7	0.6	3	1.7	-4	-7
CCOC(=O)C1(Cc2ccccc2Cl)CCN(C(=O)CN2CCOC2=O)CC1	-21	-1.1	-26	4	0.4	2	1.4	0	5
CCN(CC)C(=O)Oc1nnc(SC(C)C)n1-c1ccc(Cl)cc1	12	-1.2	-10	-5	-0.2	5	-1.0	.	24
CCc1nnc(NC(=O)c2ccc(-c3ccc(Cl)cc3)o2)s1	-15	6.3	41	-14	0.9	7	-0.4	2	-13
O=C(Nc1ccncc1)c1cc(-c2ccccn2)nc2ccc(Br)cc12	46	1.4	-1	0	0.7	-1	0.9	-3	-2
O=S(=O)(C/C(=C/CO)S(=O)(=O)c1ccccc1)c1ccccc1	-25	-0.7	.	-1	1.7	40*	-0.3	6	-12
Cn1cc(CN2CCN(Cc3ccccc3)CC2)c(-c2cccc(Cl)c2)n1	4	-0.2	14	-19	1.0	-11	-0.2	1	6
O=C(CCc1ccccc1)NCCc1cccs1	3	-1.6	9	9	0.5	3	-0.3	-1	0
CS/C(N)=N/C(=S)Nc1cccc(Cl)c1	-9	-3.3	-4	4	0.9	0	0.6	.	0
CN1C(=O)NC2C1N(S(C)(=O)=O)CCN2S(C)(=O)=O (configuration not stated)	4	0.7	49	7	0.6	-5	1.0	-1	4
CCOCCCN1CN(Cc2ccco2)CNC1=S	-11	0.4	12	-8	0.1	-18	1.3	5	2
COc1ccc(C)cc1S(=O)(=O)N(C)CC(=O)N1CCC(C(N)=O)CC1	10&2	0.2	-1	-6	0.7	-18	-1.9	4	6

Profiles, quoted from the list:
COc1ccc(C)cc1S(=O)(=O)N(C)CC(=O)N1CCC(C(N)=O)CC1 across the screens: EP2 modulator = 10&2; S1P4 agonist = 0.2; CHOP inh = -1; NPY-Y2 PAM-ag = -6; TRPML3 agonist = 0.7; S1P4 antagonist = -18; zfTRPN1 agonist = -1.9; NPY-Y1 antag = 4; NPY1 pot ag = 6
CCOCCCN1CN(Cc2ccco2)CNC1=S across the screens: EP2 modulator = -11; S1P4 agonist = 0.4; CHOP inh = 12; NPY-Y2 PAM-ag = -8; TRPML3 agonist = 0.1; S1P4 antagonist = -18; zfTRPN1 agonist = 1.3; NPY-Y1 antag = 5; NPY1 pot ag = 2

Further compounds follow:
SMILES	EP2 modulator	S1P4 agonist	CHOP inh	NPY-Y2 PAM-ag	TRPML3 agonist	S1P4 antagonist	zfTRPN1 agonist	NPY-Y1 antag	NPY1 pot ag
O=C(NCc1cccc(Cl)c1)c1ccco1	29	0.5	62	-8	0.6	-2	1.2	-1	-21
C=CCn1c(COc2ccccc2F)nnc1SCC(=O)NC(=O)NCc1ccco1	18	2.3	13	0	0.1	-11	0.1	-3	-11
COc1ccc(N2C(N)=C(C#N)C(c3ccsc3)C3=C2CCCC3=O)c(OC)c1 (configuration not stated)	12	3.5	-44	12	-0.6	-10	-0.5	5	5
COc1ccc(C(=O)c2ccc(N(C)C)cc2)c2ccccc12	3	2.6	.	-10	-0.6	-21	-1.8	16	-22
COc1ccc(CCn2c(SCC(=O)Nc3cc(C)on3)nc3ccsc3c2=O)cc1OC	11	-0.5	27	2	0.7	4	1.6	2	-18
CCN(CC)CCCNC(=O)c1cn(C)c2ccc(S(=O)(=O)N(C)C)cc2c1=O	5	-1.3	14	3	0.1	-13	2.5	-1	-5
Cc1ccc(NC(=S)N2CCOCC2)cc1	1	0.2	-6	-5	0.8	-10	-0.1	5	0
CCC(C)C(=O)Nc1ncc2c(n1)CC(c1cccs1)CC2=O (configuration not stated)	22	-2.5	13	-5	1.2	10	0.0	0	10
CS(=O)(=O)NNC(=O)Cn1nnc(-c2cc(C(F)(F)F)cc(C(F)(F)F)c2)n1	16	1.0	-7	5	0.7	-5	-0.2	.	28
CCOC(=O)c1cc2nc(Nc3ccc(OC)cc3)sc2s1	14	4.7	70*	-4	0.7	-4	2.3	-3	-11
CN(C)C(=O)COc1ccc2ccc(=O)oc2c1	13	0.5	23	-2	0.6	0	1.9	-3	-2
COC(=O)c1ccc(NC(=O)CCS(=O)(=O)c2ccc(Br)cc2)cc1	-39	1.0	20	-16	0.7	-3	-0.5	-2	1
Cn1c2ccccc2c(=O)c2c(=O)n(-c3ccc(F)cc3)c(-c3cccs3)nc21	4	0.0	38	-2	-0.6	8	-2.8	.	0
O=C(N/N=C\c1cccc(Cl)c1)c1n[nH]c2c1CCCC2	-15	-0.3	-18	-4	1.0	10	1.1	2	-10
N#CC(c1ccccn1)c1ncc(C(F)(F)F)cc1Cl (configuration not stated)	-12	-0.8	22	12	0.3	0	0.9	4	4
Cc1nc2ccccc2nc1N1CCC(C)CC1	30	0.5	28	2	1.1	-4	-0.6	3	0
Brc1ccc(-c2nnc3n2-c2ccccc2CC3)cc1	8	-0.9	1	0	0.4	4	0.4	8	-12
NC(=O)c1nn(-c2ccccc2)c(=O)cc1O	29	-3.4	-23	4	-0.2	4	1.8	5	-14
Cc1[nH]c2ccccc2c1C(Nc1nccs1)c1ccncc1 (configuration not stated)	5	0.5	9	27*	0.2	-9	0.1	6	-8

Compounds as they come; about 6.5% have a hit in one of these screens.
